# High-throughput results as filed in PubChem BioAssay.
# ERAP1 HTS inh: ERAP1 (human) enzyme inhibition | 340,000 tested, 0.15% active | Q9NZ08 | inhibition, % at 10.7 µM | recombinant ERAP1, Leu-AMC fluorescence, 60 min;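 active = mean replicate inhibition of at least 30%, or all replicates individually reaching that 30% level; inactive = mean below 30% and not every replicate reaching it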;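 note: 0% = neutral control wells and 100% = L-leucinethiol positive control wells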
# CFTR F508del cor: CFTR F508del correction in bronchial cells; activity (quench increase), % at 7.58 µM; 350,000 tested, 0.36% active; CFBE cells, YFP halide quenching; stimulated with forskolin plus potentiator P3; % fluorescence drop versus neutral controls;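 active = mean added fluorescence quench of at least 8% versus neutral control, with both replicates also reaching 8%; inconclusive = only one of the mean or replicate conditions met; inactive = mean below 8% and not both replicates reaching 8%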;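 note: cells transiently co-express mutant CFTR-F508del with the halide-sensitive YFP; corrector assay measuring rescue of mutant channel to the surface after 24 h compound exposure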
# ERp5 block: blocks human ERp5 reductase activity on insulin; ERp5 insulin aggregation, absorbance 650 nm, 90 min; inhibition, % at 9.99 µM; 350,000 tested, 0.05% active; AID 651711;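 active = mean replicate inhibition above about 25%, with every replicate also reaching it, limit read from the data, passing the limit was not always enough; inconclusive = only one of those two criteria met; inactive = neither criterion met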
# Target sequence (Q15084 whole entry, looked up): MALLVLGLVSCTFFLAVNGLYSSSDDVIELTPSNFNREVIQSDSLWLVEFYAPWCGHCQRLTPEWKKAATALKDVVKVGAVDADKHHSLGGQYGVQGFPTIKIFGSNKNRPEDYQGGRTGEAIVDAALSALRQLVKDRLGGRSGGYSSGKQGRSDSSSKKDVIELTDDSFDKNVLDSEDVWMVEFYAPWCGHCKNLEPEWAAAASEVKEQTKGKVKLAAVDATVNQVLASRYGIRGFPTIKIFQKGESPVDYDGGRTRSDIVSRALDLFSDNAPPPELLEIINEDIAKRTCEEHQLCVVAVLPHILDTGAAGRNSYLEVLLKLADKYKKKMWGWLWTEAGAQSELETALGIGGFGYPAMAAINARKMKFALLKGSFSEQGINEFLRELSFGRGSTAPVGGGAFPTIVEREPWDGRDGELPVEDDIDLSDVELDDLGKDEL
# miR122 inh: inhibitors of miR-122 in Huh7 cells | 340,000 tested, 0.3% active | Huh7 miR-122 Renilla luciferase sensor, 48 h; neutral wells = 0, positive control = 100 | activation (reporter increase), % at 12.5 µM;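 active = mean replicate activation score at least 90 and every replicate individually at or above 90; inconclusive = only one of the two criteria met; inactive = neither criterion met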;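 note: higher luciferase means less miR-122 activity so hits act as miR-122 inhibitors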
# SIRT5 block: blocks human SIRT5 desuccinylation of peptide | Q9NXA8 | Purified SirT5, succinyl-peptide AMC, trypsin-coupled fluorescence | inhibition, % at 15 µM | 330,000 tested, 1.1% active | AID 652115; in the data active = inhibition above about 15%; inconclusive = no clear call, values can overlap the other calls
# Target sequence (Q9NXA8 whole entry, looked up): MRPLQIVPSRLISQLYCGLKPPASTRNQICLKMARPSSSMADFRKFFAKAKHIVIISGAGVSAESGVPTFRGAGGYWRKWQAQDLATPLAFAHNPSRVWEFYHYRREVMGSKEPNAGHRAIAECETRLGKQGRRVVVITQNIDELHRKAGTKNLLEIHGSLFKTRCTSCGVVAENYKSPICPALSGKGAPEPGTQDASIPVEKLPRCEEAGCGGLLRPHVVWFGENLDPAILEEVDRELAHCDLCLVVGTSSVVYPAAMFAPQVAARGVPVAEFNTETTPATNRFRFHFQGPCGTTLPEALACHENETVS
# DENV2 CPE rescue: inhibitors of DENV2 cytopathic effect | AID 651640 | CPE inhibition, % at 9.99 µM | DENV2-infected cells, cytopathic effect rescue, plate reader | 350,000 tested, 1.7% active; in the data active = CPE inhibition above about 20%, passing the limit was not always enough; inconclusive = no clear call, values can overlap the other calls; tested in BHK-21 cells;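 note: 0% = median of neutral control wells and 100% = median of positive control wells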
# CASP6 VEID inh: inhibitors of human caspase-6; AID 686996; purified caspase-6, Z-VEID-R110 cleavage fluorescence; inhibition, % at 12.5 µM; 350,000 tested, 0.53% active; P55212;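 active = mean inhibition across replicates at least about 35%, with every replicate also reaching that limit, limit read from the data; inconclusive = only one of the two criteria met; inactive = neither criterion met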;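 note: 0% = median of neutral control wells and 100% = no fluorescence left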
# Target sequence (P55212 24-179 limits assumed): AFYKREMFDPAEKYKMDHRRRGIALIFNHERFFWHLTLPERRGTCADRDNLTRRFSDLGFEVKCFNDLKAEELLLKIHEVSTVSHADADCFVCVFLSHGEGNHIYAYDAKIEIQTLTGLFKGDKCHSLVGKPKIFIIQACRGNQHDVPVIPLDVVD
# Target sequence (P55212 194-293 limits assumed): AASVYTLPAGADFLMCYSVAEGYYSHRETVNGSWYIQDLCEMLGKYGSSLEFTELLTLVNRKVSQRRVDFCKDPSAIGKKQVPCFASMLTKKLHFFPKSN
# Numbers without * were called inactive; u = inconclusive; x = not tested or not shown; [ ] = dose if it differs, or a comment.
ERAP1 HTS inh	CFTR F508del cor	ERp5 block	miR122 inh	SIRT5 block	DENV2 CPE rescue	CASP6 VEID inh	molecule
-1.2	2.2	-2.5	8.8[16.7 µM]	u	-4.0	-0.5	CCCC#Cc1cnc2c(c1)C(=O)N([C@H](C)CO)C[C@H](C)[C@@H](CN(C)C(=O)C1CC1)O2
-0.4	-5.1	0.2	-10.0[16.7 µM]	-0.7	14.1	3.4	Cc1ccc(S(=O)(=O)Nc2ccc3c(c2)C(=O)N([C@@H](C)CO)C[C@H](C)[C@H](CN(C)C(=O)NC2CCCCC2)O3)cc1
-1.8	x	-3.8	5.2[16.7 µM]	-2.7	-0.8	0.9	CCCC#Cc1cnc2c(c1)C(=O)N([C@@H](C)CO)C[C@H](C)[C@@H](CN(C)C(=O)NC1CCCC1)O2
-3.1	-0.4	5.1	x	-3.9	-1.5	0.8	O=C(CSCCOc1ccccc1)NCc1ccncc1
-5.1	-1.8	2.8	8.7	3.0	5.8	2.6	OC(c1ccccc1)c1ncc(-c2cccc(C(F)(F)F)c2)[nH]1 (stereo not given)
0.1	-1.7	3.3	0.0[16.7 µM]	-2.2	11.0	1.3	CCC(=O)Nc1ccc2c(c1)C(=O)N(C)[C@H]1CC[C@@H](CC(=O)Nc3cccc(OC)c3)O[C@@H]1CO2
-3.7	0.0	6.7	x	-2.6	x	-3.5	c1ccc(-c2csc3ncnc(N4CCOCC4)c23)cc1
-1.5	-0.3	-4.6	x	-2.4	2.2	-4.3	COc1ccc(C(=O)COC(=O)c2cc(S(=O)(=O)N3CCCCC3)ccc2N2CCOCC2)c(OC)c1
1.7	3.6	-3.5	x	-2.1	10.7	3.4	CCCC[C@]12CCCC(=O)N1CCc1c2[nH]c2ccccc12
0.7	-1.4	-3.9	0.8	-1.3	-3.8	0.4	Cc1ccc(C2OCC(C)([N+](=O)[O-])CO2)cc1 (stereo not given)
-1.6	1.4	1.2	x	2.3	2.6	-0.4	O=C(CN1CCOCC1)N[C@@H]1CC[C@H](CCn2cc(C3CCCCC3)nn2)O[C@H]1CO
37.4*	-2.8	1.3	-7.1	-4.0	-2.7	-0.6	O=S(=O)(NN1CCOCC1)c1cc(Cl)cc(Cl)c1O
0.0	0.9	0.3	1.5	-0.5	-4.3	2.5	COc1ccc(NC(=O)CSc2ccccc2)cn1
-2.1	-10.2	5.3	-10.2	3.2	-1.8	-2.9	COC(=O)N1CCCCC1c1cc(C(=O)N2CCOCC2)no1 (stereo not given)
1.2	2.1	15.2	-4.7	0.5	5.8	0.6	Cc1nn(-c2ccccc2)c(C)c1/C=C/C(=O)OCC(=O)Nc1ccc(C(N)=O)cc1
3.1	0.1	6.9	x	0.6	u	-2.0	O=C(Nc1ccccc1F)N1CC(=O)N2[C@H](CO)[C@H](c3ccc(C#Cc4ccccc4)cc3)[C@H]2C1
0.8	1.1	3.8	-6.8[16.7 µM]	1.1	-2.3	3.7	CCCC#Cc1cnc2c(c1)C(=O)N([C@H](C)CO)C[C@H](C)[C@H](CN(C)C(=O)Nc1ccccc1F)O2
-0.6	-1.9	3.6	-6.7	-1.4	16.6	0.9	COc1ccc(-c2csc(NC(=O)c3ccccc3F)n2)cc1
2.9	-0.5	4.6	x	2.5	6.9	0.7	CCc1ccc(NC(=O)c2cccc(C(=O)Nc3ccc(CC)cc3)n2)cc1
1.7	-0.2	0.0	2.5	-4.3	-3.0	-0.7	CCOc1ccccc1C1N=C(c2ccc(OC)cc2)CC(c2ccccc2O)N1 (stereo not given)
-3.8	1.6	1.8	-4.5	-5.7	-3.7	-1.1	Cc1ccc(-n2[nH]c(C)c(/C=N/c3cccc(C)n3)c2=O)cc1
-1.6	-2.8	1.9	-10.7	3.1	-0.4	-1.2	Cc1nn(-c2ccccc2)c(C)c1Cc1ccc(O)cc1
-11.8	2.1	-4.2	x	-1.9	18.1	2.0	O=C(C[C@@H]1C[C@H]2c3cc(NC(=O)c4cccnc4)ccc3O[C@H]2[C@@H](CO)O1)NC1CCCC1
0.0	0.1	18.8	5.9	-2.0	-10.6	-3.5	COc1ccc(NC(=O)CN(C)C(=O)c2ccc(OCc3ccccc3)c(OC)c2)cc1
0.0	-0.6	-5.1	x	-2.9	-1.1	2.6	CCO[C@@H]1OC(C(=O)N2CCN(Cc3ccc4c(c3)OCO4)CC2)=C[C@H](c2coc3ccccc3c2=O)[C@H]1CCCO

# Entries listed so far containing fluorine:
ERAP1 HTS inh	CFTR F508del cor	ERp5 block	miR122 inh	SIRT5 block	DENV2 CPE rescue	CASP6 VEID inh	molecule
-5.1	-1.8	2.8	8.7	3.0	5.8	2.6	OC(c1ccccc1)c1ncc(-c2cccc(C(F)(F)F)c2)[nH]1 (stereo not given)
3.1	0.1	6.9	x	0.6	u	-2.0	O=C(Nc1ccccc1F)N1CC(=O)N2[C@H](CO)[C@H](c3ccc(C#Cc4ccccc4)cc3)[C@H]2C1
0.8	1.1	3.8	-6.8[16.7 µM]	1.1	-2.3	3.7	CCCC#Cc1cnc2c(c1)C(=O)N([C@H](C)CO)C[C@H](C)[C@H](CN(C)C(=O)Nc1ccccc1F)O2
-0.6	-1.9	3.6	-6.7	-1.4	16.6	0.9	COc1ccc(-c2csc(NC(=O)c3ccccc3F)n2)cc1

# The results go on.
ERAP1 HTS inh	CFTR F508del cor	ERp5 block	miR122 inh	SIRT5 block	DENV2 CPE rescue	CASP6 VEID inh	molecule
-0.8	2.5	-8.0	x	1.9	13.0	-4.3	Cc1ccc(N2CC(NC(=O)C(=O)c3c(C)[nH]c4ccccc34)CC2=O)cc1C (stereo not given)
0.2	1.8	7.7	-8.3	0.4	6.0	-7.9	Cc1cc(C)cc(C(=O)NCCC(=O)N2CCC3(CC2)NCCc2[nH]cnc23)c1
0.4	-0.8	-0.5	-7.2	0.9	4.3	2.0	O=C(O)c1cc(-c2ccccc2)nc(-c2ccccc2)c1
9.6	-0.4	1.8	-2.2	1.0	-1.5	0.2	Cc1c(NC(=O)CN2CCN(c3ccc([N+](=O)[O-])cc3)CC2)c(=O)n(-c2ccccc2)n1C
2.1	-3.3	1.8	-3.7	-0.3	-1.6	-0.3	COc1cc2ccc(C(=O)O)cc2cc1OC
0.9	-1.4	4.8	-1.9	x	-0.8	-0.9	CCCOc1ccc(F)cc1-c1cc(C(=O)NCc2ccccc2)[nH]n1
0.5	-2.1	-1.4	4.1	0.2	-3.3	4.7	C/C=C/C=C/C(=O)OC(C)C(=O)Nc1cc([N+](=O)[O-])ccc1OC (stereo not given)
x	1.2	x	4.2[16.7 µM]	-2.7	-3.0	x	O=C(NCCc1ccccc1)[C@@H]1[C@@H](CO)[C@@H]2Cn3c(cccc3=O)[C@@H]2N1Cc1cccnc1
-6.4	-0.5	-0.4	4.6	-0.2	1.3	-3.4	O=C(COC(=O)c1ccc(NS(=O)(=O)c2ccc(Br)s2)cc1)NC1CCCC1
0.1	1.9	-1.9	-1.7	0.3	2.1	1.2	CCOc1cc(Br)ccc1S(=O)(=O)N1CC(C)OC(C)C1 (stereo not given)
-1.5	0.6	-0.2	x	3.7	14.2	-2.3	CC(C)=CCCC(C)CN1CCC(n2nccc2NC(=O)c2ccc3c(c2)OCO3)CC1 (stereo not given)
-11.0	1.7	0.8	1.5	0.6	-0.7	5.7	CCn1c(COc2ccc3ccccc3c2C)nnc1SCC(=O)Nc1cccc(C(=O)O)c1
-1.3	-2.5	0.4	x	8.0	10.3	1.8	O=C1O[C@@H](c2ccccc2)[C@@H](c2ccccc2)N2[C@@H](c3ccc(OCCO)cc3)[C@]3(C(=O)Nc4ccc(C#CC5(O)CCCCCC5)cc43)[C@@H](C(=O)N3CCCCCCC3)[C@H]12
3.4	1.8	-6.2	-9.7[16.7 µM]	-2.6	-9.8	0.0	C[C@@H]1CN([C@H](C)CO)C(=O)c2cccc(NC(=O)c3nc4ccccc4s3)c2O[C@H]1CN(C)S(=O)(=O)c1cn(C)cn1
-1.2	-2.9	2.0	9.5[16.7 µM]	3.3	-2.2	1.0	C[C@H]1CCCCO[C@H](CN(C)Cc2ccncc2)[C@@H](C)CN([C@@H](C)CO)C(=O)c2cc(NS(=O)(=O)c3ccc(F)cc3)ccc2O1
-16.3	0.4	1.0	-6.8	-9.3	8.2	-51.9	CN1CCN(CCNC(=O)c2ccc3nc(-c4ccc(F)cc4)c(-c4ccc(F)cc4)nc3c2)CC1
3.0	0.5	1.4	x	-2.8	4.0	-2.1	COC(=O)C[C@@H]1CC[C@@H](NS(=O)(=O)c2ccccc2F)[C@H](CO)O1
2.2	-1.2	1.2	3.5[16.7 µM]	0.7	u	1.1	C[C@@H]1CCCCO[C@@H](CN(C)S(=O)(=O)c2ccc(F)cc2)[C@H](C)CN([C@@H](C)CO)C(=O)c2cc(NS(=O)(=O)c3cn(C)cn3)ccc2O1
16.9	-1.8	-0.2	33.0	-0.8	0.0	-0.5	COc1ccc(-c2ccc(C(=O)NCc3ccco3)c3occc23)c(C)c1
-0.9	-4.9	-11.0	13.1[16.7 µM]	4.8	-1.9	1.2	Cc1noc(C)c1S(=O)(=O)N(C)C[C@@H]1OCCCC[C@H](C)Oc2ccc(NC(=O)C3CCCCC3)cc2C(=O)N([C@H](C)CO)C[C@@H]1C
-1.2	3.1	7.4	1.6	x	18.8	2.1	COc1cc(C)cc(C(=O)C=Cc2ccccc2)c1O
1.7	-1.5	-0.7	x	-1.4	u	4.8	CO[C@H]1CN(C)C(=O)c2cc(NC(=O)C3CC3)ccc2OC[C@@H](C)N(CCC(F)(F)F)C[C@@H]1C
4.3	-1.1	-4.4	9.4	1.4	-0.7	2.5	O=C(Nc1ccc(S(=O)(=O)Nc2cnc3ccccc3n2)cc1)c1ccc(F)cc1
-1.2	1.2	-1.0	x	-3.2	-7.7	-1.5	CC1CC1C(=O)N1CCN(S(=O)(=O)c2cccc(F)c2)CC1 (stereo not given)
0.6	-1.4	4.8	-4.1	-4.2	3.1	-1.3	N#Cc1ccc(OCc2c(-c3ccccc3)nnn2CC(=O)O)cc1
-0.9	0.1	1.4	x	0.4	1.1	-7.0	COc1ccccc1-c1ccc([C@@H]2C[C@H]3[C@H](CON3C)CN2CC2CCCCC2)cc1
2.4	-0.1	2.0	15.8[16.7 µM]	-0.7	0.0	x	CCC(=O)Nc1ccc2c(c1)OC[C@H](C)N(C(=O)Cc1ccccn1)C[C@@H](C)[C@@H](OC)CN(C)C2=O
-3.7	1.1	5.9	x	6.1	2.0	1.7	CCCCOC(=O)c1ccc(NC(=O)c2cc(Cl)c(Cl)cc2C(=O)O)cc1
1.3	-1.6	1.2	-18.7	x	-1.2	2.4	Fc1ccc(CSc2ccc(-c3ccco3)nn2)cc1
13.8	x	-4.1	x	-0.2	-2.5	-0.9	CCn1c(=NC(=O)c2ccc(S(=O)(=O)N(C)C)cc2)sc2cccc(OC)c21
7.3	1.4	2.5	-5.3	x	-10.2	-8.5	CCc1nc2ccc(C(=O)NCCOc3ccc(OC)cc3)cn2c1N(CCN(C)C)CC1CC1
-1.2	-0.2	-1.4	-4.8	x	-11.7	18.8	COc1ccc(C)cc1-n1cnc2sc(C)c(C)c2c1=O
-3.2	-0.2	-13.9	x	-1.6	6.1	-2.4	Cn1cc(Br)c(-c2cccc(NC(=O)CC(C)(C)CC(=O)O)c2)n1
0.7	1.8	-5.1	-1.9	x	x	-1.3	CCN1C(=O)[C@H]2[C@@H](c3ccc(OC)cc3)N3C(=O)CN(Cc4ccccc4)C(=O)[C@@]3(Cc3ccccc3)[C@H]2C1=O
-1.3	-1.0	4.9	-1.6	-6.5	-2.9	-1.9	Cn1nc(-c2ccc(Cl)cc2)cc1NC(=O)Nc1ccccc1
-4.3	2.1	-2.2	2.1	6.9	1.0	0.1	COc1ccc(C(CNC(=O)c2oc3ccc(F)cc3c2C)N2CCCCC2)cc1 (stereo not given)
0.0	4.1	2.0	-3.6	3.2	x	-0.2	Cc1ccc(/C=N/NC(=O)c2cccc(S(=O)(=O)Nc3ccccc3Cl)c2)s1
-2.0	-4.7	1.6	x	-0.9	4.2	-1.9	N#C[C@@H]1N[C@@H](CO)[C@@H]1c1ccc(C2=CCCC2)cc1
-6.5	0.0	-0.7	x	-3.5	x	-1.0	CCC(CC)NC(=O)Nc1cccc(C)c1C

# Hits appear at their usual frequency. About 4% of those tested had a hit in this group.
